Cav32 inh: inhibitors of human Cav3.2 T-type calcium channel; Cav3.2-expressing cells, Fluo-4 calcium fluorescence FDSS; stronger effect = lower value; B-score at 10 µM; actives 4% (n = 100,000); AID 449739;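 active means single-dose well whose peak fluorescence ratio is a statistical outlier from its plate by either plate-standardised score or position-corrected B-score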
Target sequence (O95180 whole entry, looked up): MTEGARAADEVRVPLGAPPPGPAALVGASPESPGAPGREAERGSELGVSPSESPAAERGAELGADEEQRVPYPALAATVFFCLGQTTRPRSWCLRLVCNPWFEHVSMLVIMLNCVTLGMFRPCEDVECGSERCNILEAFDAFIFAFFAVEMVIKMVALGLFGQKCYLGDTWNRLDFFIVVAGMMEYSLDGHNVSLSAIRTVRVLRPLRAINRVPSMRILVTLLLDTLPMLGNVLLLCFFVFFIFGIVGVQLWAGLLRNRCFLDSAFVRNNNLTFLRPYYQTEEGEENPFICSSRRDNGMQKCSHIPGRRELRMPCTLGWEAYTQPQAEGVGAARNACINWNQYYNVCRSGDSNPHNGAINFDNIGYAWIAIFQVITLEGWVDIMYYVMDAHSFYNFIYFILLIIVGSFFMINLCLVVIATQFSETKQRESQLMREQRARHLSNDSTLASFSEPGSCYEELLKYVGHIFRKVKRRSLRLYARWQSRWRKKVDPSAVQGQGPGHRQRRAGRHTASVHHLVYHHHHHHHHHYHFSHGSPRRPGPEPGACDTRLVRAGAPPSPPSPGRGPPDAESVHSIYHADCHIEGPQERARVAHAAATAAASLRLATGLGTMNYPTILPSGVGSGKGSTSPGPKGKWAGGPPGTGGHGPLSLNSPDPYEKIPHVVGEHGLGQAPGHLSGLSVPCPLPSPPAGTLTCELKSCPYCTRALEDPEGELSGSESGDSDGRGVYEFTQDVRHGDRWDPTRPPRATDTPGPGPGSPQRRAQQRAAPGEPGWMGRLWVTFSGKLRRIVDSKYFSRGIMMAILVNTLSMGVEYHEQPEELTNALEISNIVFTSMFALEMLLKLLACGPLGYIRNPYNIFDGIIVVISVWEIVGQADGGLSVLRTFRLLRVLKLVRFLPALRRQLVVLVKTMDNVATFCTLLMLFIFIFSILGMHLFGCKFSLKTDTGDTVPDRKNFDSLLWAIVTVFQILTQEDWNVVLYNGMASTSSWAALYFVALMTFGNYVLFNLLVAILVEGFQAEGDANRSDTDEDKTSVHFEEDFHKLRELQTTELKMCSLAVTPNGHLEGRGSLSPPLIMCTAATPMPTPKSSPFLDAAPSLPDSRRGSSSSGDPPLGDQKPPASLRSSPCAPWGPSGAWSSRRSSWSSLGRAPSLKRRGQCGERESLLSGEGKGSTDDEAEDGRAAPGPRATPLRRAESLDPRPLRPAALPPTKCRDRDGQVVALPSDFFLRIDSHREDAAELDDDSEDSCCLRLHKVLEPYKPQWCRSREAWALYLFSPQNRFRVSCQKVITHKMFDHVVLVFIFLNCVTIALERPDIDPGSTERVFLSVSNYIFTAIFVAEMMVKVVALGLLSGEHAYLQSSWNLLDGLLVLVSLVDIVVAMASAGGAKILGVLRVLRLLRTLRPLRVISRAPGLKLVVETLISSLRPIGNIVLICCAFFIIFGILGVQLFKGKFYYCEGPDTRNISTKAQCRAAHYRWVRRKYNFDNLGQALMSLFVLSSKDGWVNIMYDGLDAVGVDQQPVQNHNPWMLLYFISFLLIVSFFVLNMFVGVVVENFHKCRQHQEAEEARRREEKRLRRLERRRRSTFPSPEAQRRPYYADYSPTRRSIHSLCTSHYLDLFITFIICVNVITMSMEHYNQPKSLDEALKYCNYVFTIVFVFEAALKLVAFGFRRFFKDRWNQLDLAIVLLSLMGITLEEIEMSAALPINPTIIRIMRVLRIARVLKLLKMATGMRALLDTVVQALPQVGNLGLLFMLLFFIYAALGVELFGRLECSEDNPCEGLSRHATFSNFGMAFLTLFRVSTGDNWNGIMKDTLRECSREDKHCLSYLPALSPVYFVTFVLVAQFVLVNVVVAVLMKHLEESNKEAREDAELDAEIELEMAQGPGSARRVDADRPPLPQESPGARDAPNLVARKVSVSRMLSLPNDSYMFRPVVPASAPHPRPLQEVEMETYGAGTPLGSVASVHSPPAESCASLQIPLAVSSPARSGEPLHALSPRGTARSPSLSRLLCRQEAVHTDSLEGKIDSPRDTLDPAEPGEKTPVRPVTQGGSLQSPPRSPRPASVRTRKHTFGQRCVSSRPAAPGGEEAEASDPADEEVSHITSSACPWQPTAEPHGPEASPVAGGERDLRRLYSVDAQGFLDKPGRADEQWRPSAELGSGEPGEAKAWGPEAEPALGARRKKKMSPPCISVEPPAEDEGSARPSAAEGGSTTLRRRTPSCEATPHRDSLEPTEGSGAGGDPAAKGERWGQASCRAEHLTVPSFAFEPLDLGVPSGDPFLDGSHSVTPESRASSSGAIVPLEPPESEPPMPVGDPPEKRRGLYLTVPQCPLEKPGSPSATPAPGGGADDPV
Numbers without * were called inactive. The list is partial; count on the stated rates, not on these rows.

Molecule | Cav32 inh
CCOc1ccc(-c2n[nH]c(C)c2Oc2ccc(OC)cc2)c(O)c1 | 0.24
Cc1ccc2[nH]c(=O)c(-c3nc4ccccn4c3NCc3ccco3)cc2c1 | -0.29
CCCN1C(=O)SC(CC(=O)Nc2cccc3ccccc23)C1=O (stereo not given) | 0.7
Cc1ccc(N(C(=O)CCC(=O)Nc2cc(C)on2)C(C(=O)NC2CCCC2)c2cccs2)cc1 (stereo not given) | -4.8
Cc1ccc([N+](=O)[O-])cc1N/C=C/C(=O)c1ccco1 | 0.41
O=C(CCCCCCN1C(=O)c2ccccc2C1=O)N1CCC(c2ccccc2)C1 (stereo not given) | -4.3*
COc1ccc(Nc2ncc(C(=O)O)c3ccccc23)cc1 | 0.94
Cc1c(NC(=O)Nc2ccc(Cl)cc2)c(=O)n(-c2ccccc2)n1C | 0.19
Cc1c(C)n(CC(O)CN2CCCCCC2)c2ccccc12 (stereo not given) | 0.97
Nc1cc(=O)[nH]c(SC/C=C/c2ccccc2)n1 | -0.78
COc1cc(NC(=O)CCc2nc(-c3cccs3)no2)cc(OC)c1OC | 0.6
COc1ccc([C@H]2/C=C\CN(S(=O)(=O)/C=C/c3ccccc3)[C@@H](C)C(=O)N2Cc2ccc(F)cc2)cc1 | -2.8
Oc1ccc(Br)cc1CNn1cnnc1 | -3.8*
COCc1[nH]nc2c1C(c1ccsc1)C(C#N)=C(N)O2 (stereo not given) | 1.4
S=C(NC1CCCCC1)N(CCc1nc2ccccc2[nH]1)C1CCCC1 | -8.3*
CC(=O)c1ccc(NC(=O)CN2C(=O)COc3ccc(Cl)cc32)cc1 | -1
O=C(Cc1ccccc1)N/N=C/c1cc(Br)c(Br)o1 | 0.22
Cc1ccc(N2CC(C(=O)Nc3ccc(N(C)C)cc3)CC2=O)cc1C (stereo not given) | -0.48
CCC(=O)c1cc2c(cc1NC(=O)c1cccs1)OCCO2 | 0.75
COC(=O)Nc1snnc1C | 0.33
CSc1ccc(C#N)cc1NC(=O)c1ccc(Cl)cc1Cl | -0.075
COC(=O)c1ccc(CSc2nc3c(c(=O)n2-c2ccc(Br)cc2)SCC3)o1 | -3.3
COc1ccccc1Cc1noc(COc2cccc(C)c2C)n1 | -2.2
O=C(NC1CCCCC1)c1cccc(S(=O)(=O)N2CCOCC2)c1 | -0.1
COc1ccc(NC(=O)C(=O)N2N=C(C(C)C)CC2(O)C(F)(F)F)cc1 (stereo not given) | 0.066
CCCC(=O)NC(c1ccco1)c1c(O)ccc2ccccc12 (stereo not given) | -1.3
O=S(=O)(c1cccs1)N1CCCc2ccccc21 | -0.21
CCn1c(=O)c(C(C)=O)nc2ccccc21 | 0.93
COc1cc(/C=N/NC(N)=S)ccc1OCC(=O)Nc1ccc(C)cc1 | 0.19
Cc1nc2ccc(NC(=S)NC(C)C)cc2nc1C | 1.2
CCOC(=O)c1cnn(-c2ccc(C(C)C)cc2)c1NC(=O)C1CCC1 | -0.56
COc1ccccc1-n1cnc(N)c1C(C)=O | 0.7
CC(C)(C)OC(=O)N1CCCC1C(=O)O (stereo not given) | 0.66
Cc1ccc(CNC(=O)c2cc3c(-c4ccc(Cl)cc4)nn(C)c3s2)o1 | -0.41
O=C1CCCc2nc(NCc3ccco3)ncc21 | 0.16
C=CCC(C)(NCc1ccccc1)c1ccco1 (stereo not given) | -0.28
O=C(Nc1cccc(-c2cn3ccsc3n2)c1)c1ccccc1 | 1.1
CC(C)[C@@H](C(=O)OCC(=O)Nc1ccc2c(c1)OCO2)N1C(=O)c2ccccc2C1=O | -4.1
C[C@@]12CC(=O)NC1N(C(=O)c1cccc(C(F)(F)F)c1)C(c1ccccc1O)C2 (stereo not given in full) | 0.47
N#Cc1c(NC(=O)CSc2nnnn2C2CCCCC2)sc2c1CCCC2 | -0.28
CCCC(=O)c1c[nH]c(C(=O)NCCc2ccccn2)c1 | 0.017
C/C(Cn1nnc([N+](=O)[O-])n1)=N\NC(=O)c1ccccc1Cl | 1.9
CCCCN1C(=O)CC(N2CCOCC2)C1=O (stereo not given) | 0.65
CC(C)Oc1ccc(Cl)cc1Nc1nc(NCCO)nc(N2CCCC2)n1 | 1
O=C(C(Cc1ccccc1)n1cccc1)N1CCN(c2cccc(Cl)c2)CC1 (stereo not given) | -4.3
C=CCn1c(COc2ccc(F)cc2)nnc1SCC(=O)NC(=O)NCc1ccco1 | -1.1
Cc1ccc(S(=O)(=O)NCc2ccco2)cc1C | -0.016
CC(C)N(Cc1nc(-c2ccc(Cl)cc2)no1)C(=O)c1cccs1 | -2.2
CCOC(=O)c1c(N)ssc1=S | 0.45
CCC(C)NC(=O)CSc1nc2c(sc(=S)n2Cc2ccco2)c(=O)n1-c1ccccc1 (stereo not given) | -1.7
Cc1nnc(C)n1/N=C/c1cccs1 | 1.1
CCOC(=O)C1=C(CNCc2ccc(C)cc2)NC(=O)NC1c1cc(C)ccc1C (stereo not given) | -1.5
CC(C)(C)c1ccc(C(=O)c2c[nH]c(C(=O)NCc3cccs3)c2)cc1 | -0.45
CC1(C)CC(NC(=O)CC(c2ccccc2)c2ccccc2)CC(C)(C)N1 | -1
CCOc1ccc(C(=O)CCN2CCCCCC2)cc1 | 2.4
COC(=O)c1cc(NC(=O)CC2NC3CCCCC3NC2=O)cc(C(=O)OC)c1 (stereo not given) | 0.49
Cc1ccc2nc(SCc3ccc([N+](=O)[O-])cc3)nc(C)c2c1 | -0.57
CCOC(=O)C(NS(=O)(=O)c1ccccc1)(C(F)(F)F)P(=O)(OCC(C)C)OCC(C)C (stereo not given) | -0.013
Cc1nn(C)c(C)c1S(=O)(=O)N(CC(=O)NCCCOC(C)C)c1ccc(C(C)C)cc1 | -0.024
COc1ccccc1-c1ccc(=O)n(CC(=O)NC(C)(C)C)n1 | 0.19

Reformatted with each value named: three of the compounds above
CCC(C)NC(=O)CSc1nc2c(sc(=S)n2Cc2ccco2)c(=O)n1-c1ccccc1 (stereo not given)
  Cav32 inh = -1.7

CCOC(=O)C(NS(=O)(=O)c1ccccc1)(C(F)(F)F)P(=O)(OCC(C)C)OCC(C)C (stereo not given)
  Cav32 inh = -0.013

CCOC(=O)C1=C(CNCc2ccc(C)cc2)NC(=O)NC1c1cc(C)ccc1C (stereo not given)
  Cav32 inh = -1.5

4 consecutive entries already listed, for reference:
Molecule | Cav32 inh
Cc1ccc2nc(SCc3ccc([N+](=O)[O-])cc3)nc(C)c2c1 | -0.57
CCOC(=O)C(NS(=O)(=O)c1ccccc1)(C(F)(F)F)P(=O)(OCC(C)C)OCC(C)C (stereo not given) | -0.013
Cc1nn(C)c(C)c1S(=O)(=O)N(CC(=O)NCCCOC(C)C)c1ccc(C(C)C)cc1 | -0.024
COc1ccccc1-c1ccc(=O)n(CC(=O)NC(C)(C)C)n1 | 0.19

(next part)
Molecule | Cav32 inh
CC(C)n1cc(-c2ccc(Cl)cc2)cc(C#N)c1=O | 0.038
CCOC(=O)c1c(N)sc2c(OC)c(Br)ccc12 | 0.7
Cc1cc(C)c(C(N)=O)c(SCC(=O)c2ccc(Cl)cc2)n1 | 0.44
CC(=O)OC(C(=O)Nc1ccccc1)C(C)S(=O)(=O)c1ccccc1 (stereo not given) | -0.39
CCOC(=O)c1cnc(SCC(=O)Nc2ccccc2C(=O)OC)nc1N | 0.054
CCCCN(CCCC)CCn1cnc2c([nH]c3ccc(OC)cc32)c1=O | 0.21
CCOc1cc(CNCCSc2nnnn2C)cc(Br)c1OCc1ccccc1 | -2.2
O=C(CN1CCN(c2ncccn2)CC1)N1CCCc2c1c(=O)oc1ccc(O)cc21 | 1.5
O=C(NCc1cccc(Br)c1)C1CC2Cn3c(nc4ccccc43)C2N1c1ccccc1 (stereo not given) | -0.33
O=C(CSc1nc2ccccc2c(=O)n1NC(=O)c1ccccc1)c1ccc(Cl)cc1 | -1.4
CCOC(=O)c1c(-c2ccc(OC)cc2)csc1NC(=O)CSc1ccccc1 | -4.8*
CCN(CC)CCN1C(=O)C(=O)/C(=C(/O)c2ccncc2)C1c1ccccc1F (stereo not given) | 0.32
O=C(NCCN1CCCCCC1)c1ccc(N2CCCC2=O)cc1 | 0.48
Cc1ccc(C(=O)C(C)OC(=O)c2n[nH]c(=O)c3ccccc23)cc1 (stereo not given) | -0.077
COc1ccc(-n2ncc3c(NC(C)C)ncnc32)cc1 | 0.87
O=C(Nc1nccs1)c1cccc(S(=O)(=O)N2CCCCC2)c1 | -0.48
CCOc1ccc(S(=O)(=O)Nc2ccccc2C(=O)Nc2ccccc2N2CCOCC2)cc1 | -1.7
COC(=O)C1=C(C(=O)OC)[C@@H]2N(Cc3ccccc3)c3ccccc3[C@@]23C[C@@H](C(=O)OC)N(C(=O)NC2CCCCC2)C3=N1 | -2.7
NC(=O)N1c2ccccc2C=Cc2ccccc21 | 1.4
CO/N=C/c1ccc(N2CCN(C(=O)c3cccc(C(F)(F)F)c3)CC2)c([N+](=O)[O-])c1 | -1.5
O=C(Nc1ccccc1)N1CCN(Cc2ccccc2)CC1 | 0.4
Cc1ccc(C2NS(=O)(=O)N=C2N)cc1 (stereo not given) | 1.4
COc1ccc(C(C#N)N2CCCCC2)cc1OC (stereo not given) | -0.021
COc1cc(NS(=O)(=O)c2ccc(N/C=C(\C#N)c3nc4ccccc4o3)cc2)nc(OC)n1 | 1.4

Pulled by compound from the entries so far, 2 records:
Molecule | Cav32 inh
COc1ccc(-n2ncc3c(NC(C)C)ncnc32)cc1 | 0.87
O=C(Nc1nccs1)c1cccc(S(=O)(=O)N2CCCCC2)c1 | -0.48

Continuation:
Molecule | Cav32 inh
Cc1cc(C(=O)CSc2nnnn2C)c(C)n1CCc1ccc(Cl)cc1 | 0.12
CN(C(=O)c1ccccc1)c1nc2ccccc2s1 | -0.37
Nc1nonc1-c1nc2ccccc2n1CC(=O)NC1CCCC1 | 0.25
O[C@@H](CNC[C@H](O)c1ccccc1)c1ccccc1 | 0.33
Cc1nn(-c2ccccc2)c(C)c1/C=N/NC(=O)c1cc(C2CC2)[nH]n1 | -0.039
C=CC1C(N2CCOCC2)C(C)(C)S1(=O)=O (stereo not given) | 0.13
CC(C(=O)O)C1SC(=O)NC1=O (stereo not given) | 0.15
Cc1ccc(OCCNC(=O)c2cncc(Br)c2)cc1C | -0.48
CC(=O)[C@H]1[C@@H]2C(=O)N(c3cccc(Cl)c3)C(=O)[C@@H]2[C@H]2c3ccccc3C=CN21 | -1.9
O=C1c2ccccc2C(O)N1c1ccc(Cl)cc1 (stereo not given) | -0.18
CCc1nc(SCC(=O)N2CCOCC2)c2c(=O)n(C)c(=O)n(C)c2n1 | -0.012
O=C(NCCOC(=O)c1ccncc1)c1ccccc1 | 0.22
Cc1c(NS(=O)(=O)c2ccc3c(c2)OCCO3)cccc1-c1nc2cccnc2s1 | -2.5
O=C(NCCc1cn2ccccc2n1)c1ccccc1F | 0.04
CC1=CCC2C(=O)N(c3ccc(C(=O)N4CCCCCC4)cc3)C(=O)C2C1 (stereo not given) | 0.0079
CCOP(=O)(c1ccccc1Cl)C1(O)CCCCC1 (stereo not given) | -0.087
Cc1ccc(-c2cn3c(n2)CCCC3)cc1 | -0.11
COCCN(C(=O)c1ccco1)c1nnc(-c2ccc(OC)cc2)s1 | -2.5
O=C1c2ccccc2C(=O)N1c1nc2nccc(-c3ccccc3)n2n1 | 0.45
Clc1cccc(NC2=NCCC2)c1 | 0.38
NC(=O)NCc1ccccc1 | 0.28
Brc1ccc2nc3c(n2c1)CCCC3 | -0.34
CCOC(=O)C1CCCN(C(=O)c2cc3nc(-c4ccc5c(c4)OCO5)cc(C(F)(F)F)n3n2)C1 (stereo not given) | -2.5
O=C(Cc1ccccc1)Nc1ccc2oc(-c3cccnc3)nc2c1 | 0.32
CC1CCCCC1NC(=O)CN(C)S(=O)(=O)c1cccc2nsnc12 (stereo not given) | -0.64
CC1Cc2ccccc2N1c1nc(C2CC2)nc2c1nnn2Cc1ccccc1 (stereo not given) | -0.53
COc1ccc(NC(=O)c2cc3ccccc3o2)cc1 | -1.3
COc1cc(C(CCN2CCOCC2)c2c(OC)cc(OC)c3c(C)cc(=O)oc23)cc(OC)c1OC (stereo not given) | 1.6
Cc1ccc(C(=O)CSc2nc(N)cc(=O)[nH]2)cc1 | 0.54
O=C1C2C3C=CC(C3)C2C(=O)N1Cc1ccc(CN2C(=O)C3C4C=CC(C4)C3C2=O)cc1 (stereo not given) | 1.8
CCN(CC)S(=O)(=O)c1ccc(-c2ccc(S(=O)(=O)N(CC)CC)cc2)cc1 | 0.46
Cn1c(=O)c2cn3ncccc3c2n(C)c1=O | -0.077
Cc1cnc(C(=O)OCC(=O)N2CCN(C(=O)c3ccco3)CC2)cn1 | 0.014
Cc1cc(N2CCc3ccccc32)n2ncnc2n1 | 2.8
O=C(Cn1nnc(-c2ccccc2)n1)OCc1ccccc1 | -0.035
CCC(C)S(=O)(=O)c1snnc1C (stereo not given) | -0.036
Cc1sc2nc(CSc3nc4ccccc4c(=O)n3CCCN3CCOCC3)[nH]c(=O)c2c1C | -0.97
COc1ccc(CCNC2CC(=O)N(C)C2=O)cc1OC (stereo not given) | -0.43
CCOC(=O)CNC=C(C(=O)OCC)C(=O)OCC | -0.11
CC1CCc2nc(N)c(C#N)c(-c3ccncc3)c2C1 (stereo not given) | 1
COc1ccccc1NC(=O)N1CCCC1C(=O)Nc1ccc2c(c1)OCO2 (stereo not given) | 0.26
O=C(NC1CCCCCC1)C1CCN(S(=O)(=O)N2CCC3(CC2)OCCO3)CC1 | 1.3
CC1(C)CC(=O)C2=C(C1)OC(N)=C(C#N)C2c1ccsc1 (stereo not given) | 1.8
CC1CCN(c2nc(-c3ccccc3O)nc3ccccc23)CC1 | -1.1
CC(=O)c1ccc(N2CCCC2)c(F)c1 | -0.42
CCOC(=O)Cn1c(=O)oc2cc(S(=O)(=O)Nc3cccc(C)c3)ccc21 | -1.7
C=C(C)Cn1c(Sc2nnc(C)s2)nc2c1c(=O)[nH]c(=O)n2C | -0.37

From PubChem
